# Dicer processing – inhibitors of human Dicer processing of pre-microRNA. Q9UPY3. cat-ELCCA pre-miR-21 Dicer processing, chemiluminescence; active compounds read high. z-score at 25 µM. actives 6% (n = 47,000). AID 1347074; in the data active means z-score above about 3, passing the limit was not always enough;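 further: plate controls were vehicle for no effect and no enzyme for full effect; higher signal means more uncleaved substrate so more Dicer inhibition; strong numbers were not always called active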
# Target sequence (Q9UPY3 whole entry, looked up): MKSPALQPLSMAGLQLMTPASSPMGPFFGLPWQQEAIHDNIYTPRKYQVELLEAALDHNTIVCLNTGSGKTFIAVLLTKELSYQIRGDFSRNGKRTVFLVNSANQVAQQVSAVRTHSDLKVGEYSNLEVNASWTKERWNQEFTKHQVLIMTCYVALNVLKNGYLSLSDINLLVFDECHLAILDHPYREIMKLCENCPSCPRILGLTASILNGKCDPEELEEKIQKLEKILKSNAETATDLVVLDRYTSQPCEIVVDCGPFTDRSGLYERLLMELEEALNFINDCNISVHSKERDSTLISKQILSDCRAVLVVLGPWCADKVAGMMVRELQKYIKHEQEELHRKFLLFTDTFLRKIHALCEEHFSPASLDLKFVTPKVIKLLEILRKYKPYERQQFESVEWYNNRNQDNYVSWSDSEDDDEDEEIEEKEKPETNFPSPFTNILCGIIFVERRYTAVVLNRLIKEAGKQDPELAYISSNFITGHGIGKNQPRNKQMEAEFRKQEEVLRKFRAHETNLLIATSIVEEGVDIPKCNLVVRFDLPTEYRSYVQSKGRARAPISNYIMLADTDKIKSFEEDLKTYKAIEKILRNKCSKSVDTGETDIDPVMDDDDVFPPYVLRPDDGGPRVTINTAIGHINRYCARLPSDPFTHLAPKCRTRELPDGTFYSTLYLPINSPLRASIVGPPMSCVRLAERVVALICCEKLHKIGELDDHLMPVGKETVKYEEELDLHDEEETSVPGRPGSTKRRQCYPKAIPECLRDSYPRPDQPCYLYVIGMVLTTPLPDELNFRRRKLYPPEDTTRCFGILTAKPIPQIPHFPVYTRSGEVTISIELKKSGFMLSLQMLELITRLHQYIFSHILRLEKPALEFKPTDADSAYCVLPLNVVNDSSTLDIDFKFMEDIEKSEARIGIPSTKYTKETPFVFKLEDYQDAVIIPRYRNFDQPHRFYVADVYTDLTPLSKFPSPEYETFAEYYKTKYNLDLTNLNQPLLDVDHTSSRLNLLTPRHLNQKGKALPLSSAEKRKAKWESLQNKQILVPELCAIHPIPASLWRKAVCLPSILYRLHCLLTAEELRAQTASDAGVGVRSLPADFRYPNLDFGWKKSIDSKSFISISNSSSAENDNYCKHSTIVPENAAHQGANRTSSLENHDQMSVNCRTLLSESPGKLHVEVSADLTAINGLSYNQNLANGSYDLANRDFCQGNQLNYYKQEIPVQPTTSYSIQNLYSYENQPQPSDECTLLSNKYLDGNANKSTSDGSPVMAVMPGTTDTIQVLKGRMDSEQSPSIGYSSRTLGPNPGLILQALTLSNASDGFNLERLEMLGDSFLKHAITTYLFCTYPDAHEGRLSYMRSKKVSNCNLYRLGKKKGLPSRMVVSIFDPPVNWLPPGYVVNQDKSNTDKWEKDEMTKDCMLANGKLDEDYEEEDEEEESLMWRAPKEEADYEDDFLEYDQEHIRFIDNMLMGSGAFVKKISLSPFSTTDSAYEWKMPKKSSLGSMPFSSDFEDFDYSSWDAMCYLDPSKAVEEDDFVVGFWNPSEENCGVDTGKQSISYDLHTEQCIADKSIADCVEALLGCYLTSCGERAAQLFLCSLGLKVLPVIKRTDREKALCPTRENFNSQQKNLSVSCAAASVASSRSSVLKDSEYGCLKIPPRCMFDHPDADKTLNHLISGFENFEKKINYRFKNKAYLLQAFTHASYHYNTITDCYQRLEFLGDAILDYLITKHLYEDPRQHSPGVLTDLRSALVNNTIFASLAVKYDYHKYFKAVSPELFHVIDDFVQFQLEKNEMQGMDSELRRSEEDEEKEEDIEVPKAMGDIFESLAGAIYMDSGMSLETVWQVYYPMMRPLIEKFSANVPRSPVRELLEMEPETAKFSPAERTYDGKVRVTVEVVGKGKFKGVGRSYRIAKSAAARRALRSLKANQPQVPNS
# * marks the source's active call; other numbers are inactive results; & = joins results of further samples. These rows are one share of the data; count on the stated rates, not on these rows.
SMILES,Dicer processing
CC1=C(C(=O)Nc2ccccc2)C(c2ccco2)C(C#N)=C(SCC(=O)Nc2ccc(F)cc2)N1 (stereo not drawn),-1.15
CCOC(=O)COc1c(C#N)sc2c1c(=O)n(-c1ccccc1)c(=S)n2-c1ccccc1,-1.01
CCOC(=O)C1=CS/C(=C2/C(=S)C(C)(C)Nc3c(OCC)cccc32)S1,3.67*
O=C1CCc2ccccc2N1Cc1ccccc1,1.15
Nc1ccc2oc(-c3ccccc3F)nc2c1,2.31
COc1ccc(N2CC(C(=O)O)CC2=O)cc1Cl (stereo not drawn),0.45
FC(F)(F)c1cnc(N2CCN(Cc3c[nH]c4ccccc34)CC2)c(Cl)c1,-1.59
Cc1cc(-c2nnc(-c3cccc(C(F)(F)F)c3)o2)no1,1.95
CCOC(=O)c1sc2cccc(Cl)c2c1N,1.07
Cc1cc2n(n1)C(c1cccc(O)c1O)Nc1c(C)cccc1-2 (stereo not drawn),2.32

# 5 structures from above, ordered by count of non-hydrogen atoms, highest first.
SMILES,Dicer processing
CC1=C(C(=O)Nc2ccccc2)C(c2ccco2)C(C#N)=C(SCC(=O)Nc2ccc(F)cc2)N1 (stereo not drawn),-1.15
Cc1cc2n(n1)C(c1cccc(O)c1O)Nc1c(C)cccc1-2 (stereo not drawn),2.32
Cc1cc(-c2nnc(-c3cccc(C(F)(F)F)c3)o2)no1,1.95
COc1ccc(N2CC(C(=O)O)CC2=O)cc1Cl (stereo not drawn),0.45
CCOC(=O)c1sc2cccc(Cl)c2c1N,1.07

# Reformatted with each value named: part of the list above
CCOC(=O)COc1c(C#N)sc2c1c(=O)n(-c1ccccc1)c(=S)n2-c1ccccc1
  Dicer processing: -1.01

CCOC(=O)C1=CS/C(=C2/C(=S)C(C)(C)Nc3c(OCC)cccc32)S1
  Dicer processing: 3.67*

O=C1CCc2ccccc2N1Cc1ccccc1
  Dicer processing: 1.15

Nc1ccc2oc(-c3ccccc3F)nc2c1
  Dicer processing: 2.31

# Going on with the list:
SMILES,Dicer processing
CC(C)c1nnc(N2C(=O)c3oc4ccccc4c(=O)c3C2c2cccc(O)c2)s1 (stereo not drawn),-0.94
CC(C)Nc1nc(-c2cccs2)cc(C(F)(F)F)c1C#N,-0.37
CCOCCOC(=O)C1=C(C)NC2=C(C(=O)CCC2)C1c1ccc(-c2ccccc2)cc1 (stereo not drawn),-0.11
Cc1ccc(Nc2cc(-c3ccccc3)nc3ncnn23)cc1,3.18*
Clc1ccc(-c2nc(N3CCOCC3)c3ccccc3n2)cc1,0.34
CN(C)/C=C/C(=O)c1cccc(C(F)(F)F)c1,-0.5
CCN(CC)C(=O)CSc1nnc(-c2ccc(Br)cc2)o1,2.6
OCc1cccc2cccc(Br)c12,-0.22
Cc1ccc(-n2c(=O)[nH]c3sc(-c4ccccc4)cc3c2=O)cc1,3.16*
C/C(=N\Nc1nc(-c2ccccc2)cs1)c1ccc(C)nc1,-0.19
CC(=O)SCC(Cc1ccccc1)C(=O)NCC(=O)OCc1ccccc1 (stereo not drawn),-0.59
OCC1(CO)CSC(Nc2ccc(I)cc2)=N1,0.72
O=C(/C=C1/NCCS1)c1ccc(Cl)cc1,3.78*
COCCCNC(=S)N/N=C/c1cccs1,1.32
CCc1ncc(/C=C2\C(=O)Nc3ccccc32)[nH]1,1.17
Cc1ccc2c(c1)CCCN2C(=S)Nc1cccc(Cl)c1,-0.62
CSc1nc(-c2ccc(Cl)cc2)nc(SC)c1Cl,-0.21
COC(=O)C(=NNc1cc(C(F)(F)F)ccc1OCC(F)(F)F)C(=O)OC,-0.07
CCOC(=O)c1cnc2c(-c3ccc(OC)c(OC)c3)cnn2c1N,1.98
O=C1C(Oc2ccccc2)C(c2ccc3c(c2)OCO3)N1CCc1ccc(Cl)cc1 (stereo not drawn),2.04
CC/C(=C(\c1ccccc1)c1ccc(OCCN(C)C)cc1)c1ccccc1,-1.85&-0.65
CCOC(=O)c1sc(NC(=O)C2CCCC2)c(C(=O)OCC)c1C,-0.74
Cc1ccc(N2C(=O)CSC2c2cccnc2)c(Cl)c1 (stereo not drawn),-2.57
O=C(NC(=O)N1CCCC1)C1CCN(c2cnc3ccccc3n2)CC1,0.98
O=C1CC(Nc2ccc(N3CCOCC3)cc2)C(=O)N1c1ccccc1Cl (stereo not drawn),0.68
C/C(=N\Nc1ccc(F)cc1F)c1sc(CCn2cccc(C(F)(F)F)c2=O)nc1C,0.05
C#CCC1(c2ccccc2)C(=O)c2ccccc2C1=O,0.75
COc1ccc(-c2c(C)n[nH]c2C)c(C(=O)O)c1,0.3
COC(=O)c1c(NC(=O)COc2ccccc2Br)sc2c1CCC2,0.51
CSc1cccc(NC(=O)CN(c2ccccc2)S(=O)(=O)N(C)C)c1,-1.68
Cc1ccn2cc(-c3cccc(S(=O)(=O)N4CCCC4)c3)nc2c1,0.46
Cc1ccc([N+](=O)[O-])cc1S(=O)(=O)Nc1ccc2c(c1)OCO2,-0.63
CCOc1ccc(-c2nc(C#N)c(NCc3ccc(C)cc3)o2)cc1,0.27
Cc1nc(-c2cc(C#N)c(SCCNS(=O)(=O)c3ccc(Cl)cc3Cl)nc2C)cs1,-0.5
O=S(=O)(Nc1cc(NS(=O)(=O)c2ccc(F)cc2F)cc(C(F)(F)F)c1)c1ccc(F)cc1F,1.45
CS/C(NCC1CC1)=C(/C#N)C(=O)c1ccc(Cl)cc1,-1.91
CCOC(=S)Nc1cccc2ccccc12,-1.19
NC(=O)c1sc2nc3c(cc2c1N)CCCC3,-1.73
COc1cccc(C(C[N+](=O)[O-])Sc2ccccc2N)c1O (stereo not drawn),-3.06
O=c1[nH]c2ccccc2nc1Nc1ccccc1,-0.09
CCN(CC)C(=O)Oc1ccc(Br)cc1C(=O)Nc1ccc(F)cc1F,0.92
CC1=C(C(=O)OCC2CCCO2)C(c2ccccc2F)C2=C(CC(C)(C)CC2=O)N1 (stereo not drawn),4.67*
O=c1/c(=C\c2ccccc2)sc2nc(-c3ccc(Cl)cc3)nn12,-0.43
COC(=O)COc1ccc(C2C(C(=O)OC)=C(C)NC3=C2C(=O)c2ccccc23)cc1 (stereo not drawn),-0.33
COc1ccc(-c2noc(C(C)Oc3cccc(Cl)c3)n2)cc1 (stereo not drawn),-0.63
Cn1c2c(c(=O)[nH]c1=O)C(c1ccc(O)cc1)C1=C(N2)c2ccccc2C1=O (stereo not drawn),-1.71
Cc1ccc(N2C(=O)C3ON(c4ccccc4)C(c4cccnc4)C3C2=O)cc1 (stereo not drawn),-0.52
O=C1C(=O)N(CCCn2ccnc2)C(c2ccncc2)/C1=C(\O)c1ccc(Cl)cc1 (stereo not drawn),1.19
O=C(CCSc1nc(-c2ccco2)cc(C(F)(F)F)n1)NC1CCCCC1,-0.18
CC1=C(C(=O)OCC(C)C)C(c2ccc(N(C)C)cc2)C2=C(CC(c3ccccc3)CC2=O)N1 (stereo not drawn),3.62*

# Remaining list, next part
SMILES,Dicer processing
N#CC1=C2N=C(N)c3ccccc3N2C2=C(C(=O)CC(c3ccccc3)C2)C1c1cccs1 (stereo not drawn),2.98
Cc1sc2c(=O)n3c(nc2c1C(=O)NC1CCCCC1)CCCCC3,0.7
CCOC(=O)c1cnc2c(cnn2CC)c1NN=C(C)C,-0.03
CSc1nnc2c(n1)OC(c1ccc(F)cc1)N(C(C)=O)c1ccccc1-2 (stereo not drawn),-0.44
COc1cc(C2C(C#N)=C(N)Oc3c2ccc2ccccc32)ccc1O (stereo not drawn),8.38
OC(CNCc1ccc2c(c1)OCO2)CSc1cccs1 (stereo not drawn),0.33
COc1ccc(CN2C(=O)C3C(c4ccccc4)OC4(C(=O)c5ccccc5C4=O)C3C2=O)cc1 (stereo not drawn),0.34
O=C(NOCC1CC1)c1cc(Br)c(F)c(F)c1Nc1ccc(I)cc1Cl,-0.5
COC(=O)CSc1nnc(-c2ccc(Br)cc2)o1,2.71
Cc1cc(CN=C(N)NC(N)=S)c(C)cc1CN=C(N)NC(N)=S,-7.67
O=c1[nH]c(=O)n([C@H]2C[C@H](O)[C@@H](CO)O2)cc1F,0.27
Cc1[nH]c2ccc(Br)cc2c(=O)c1CN1CCCCC1,-3.82
COc1cccc(C2Sc3ccccc3NC3=C2C(=O)c2ccccc23)c1 (stereo not drawn),-0.15
CC1(C)OC(=O)C(=Cc2ccc(-c3cc(C(F)(F)F)ccc3Cl)o2)C(=O)O1,-1.09
COc1cccc(-n2c(C3CCCNC3=O)n[nH]c2=S)c1 (stereo not drawn),-0.91
CC1CC(=O)Nc2ccccc2N1S(=O)(=O)c1ccc(-c2cc(C(F)(F)F)on2)s1 (stereo not drawn),-0.89
FC(F)(F)c1ccc(NCn2nnc3cc(Cl)ccc32)cc1,6.51
O=[N+]([O-])c1ccc(N2CCCCC2)cn1,0.3
CC1CCN(c2nc(-c3ccco3)c3c(c2C#N)CC(C)(C)OC3)CC1,0.75
C=C1CC(=O)N(c2ccc(OC(F)(F)F)cc2)C1=O,-0.52
CC1=C(C(=O)OCC2CCCO2)C(c2ccc(-c3ccccc3)cc2)C2=C(CCCC2=O)N1 (stereo not drawn),1.9
N#C/C(=C\c1ccc(C#Cc2ccccc2)s1)C(=O)c1ccccc1,2.3
CCOC(=O)c1cc2ccccc2[nH]1,-0.56
CCOc1ccc(C2C(C(=O)OCc3ccccc3)=C(C)N=C3SC(C)C(=O)N32)cc1OCC (stereo not drawn),-0.38
CC(=O)c1sc2nsc(SCCN3CCOCC3)c2c1N,-1.45
CCOC(=O)C(C)Oc1cc(OC(C)C(=O)OCC)c2c(=O)cc(-c3ccccc3)oc2c1 (stereo not drawn),4.13*
COC(=O)c1c(NC2=NS(=O)(=O)c3ccccc32)sc2c1CCCC2,-0.58
FC(F)(F)c1cccc(Nc2ncnc3c2nnn3Cc2ccccc2)c1,-0.55
Cc1ccc(S(=O)(=O)N/N=C/c2nccs2)cc1,-1.24
FC(F)(F)c1cccc(-c2nnc(SCc3ccccc3)o2)n1,-0.83

# Laid out differently: entries from further up.
CCOC(=O)c1cc2ccccc2[nH]1
  Dicer processing: -0.56
CCOc1ccc(C2C(C(=O)OCc3ccccc3)=C(C)N=C3SC(C)C(=O)N32)cc1OCC (stereo not drawn)
  Dicer processing: -0.38
CC(=O)c1sc2nsc(SCCN3CCOCC3)c2c1N
  Dicer processing: -1.45
CCOC(=O)C(C)Oc1cc(OC(C)C(=O)OCC)c2c(=O)cc(-c3ccccc3)oc2c1 (stereo not drawn)
  Dicer processing: 4.13*

# (further entries)
SMILES,Dicer processing
CCOC(=O)c1cnn(-c2ccccc2)c1N,-0.95
N#CSCC(=O)n1c2c(c3ccccc31)CCCC2,-0.4
O=C(Nc1ccccc1)Nc1ccc(C(F)(F)F)cn1,0.31
CCOC(=O)C(NCc1ccccn1)(NC(=O)c1ccccc1Cl)C(F)(F)F (stereo not drawn),-0.61
Cc1cc(NC(=O)c2c(O)c3cccc4c3n(c2=O)CCC4)n(-c2ccccc2)n1,0.26
CCc1ccc2nc(Nc3ncc4c(n3)CCCC4=O)nc(C)c2c1,1.24
CCc1ccc2[nH]c(C)c(CN3CCN(CC)CC3)c(=O)c2c1,-0.6
Cc1ccccc1OCc1nn2c(COc3ccccc3)nnc2s1,2.38
Brc1ccc(-c2cn3cc(Cc4ccccc4)sc3n2)cc1,-3.89
CCOc1cc(C2C(C(=O)OC(C)C)=C(C)NC3=C2C(=O)CCC3)ccc1O (stereo not drawn),1.17
O=c1c2nnn(Cc3ccccc3)c2ncn1Cc1ccc(F)cc1,-2.94
Cc1nc(Cc2ccc([N+](=O)[O-])cc2)no1,-0.85
O=C1C(=O)N(c2ccccc2)C(c2ccccc2)/C1=C(/O)c1ccc(Br)cc1 (stereo not drawn),-0.85
Cc1cc(NC(=O)NCc2sccc2C)c(C(F)(F)F)o1,-2.79
C/C(=C\c1ccc(C(=O)O)cc1)c1ccc2c(c1)C(C)(C)CCC2(C)C,-0.8
Cc1nnc(N2C(=O)c3oc4ccccc4c(=O)c3C2c2cccs2)s1 (stereo not drawn),-0.72
O=C(O)c1cccc2c1-c1ccc(I)cc1C2,-0.43
N#CC1(NC2CCCCC2)CCCCC1,0.21
COc1ccc(-c2nc3n(c(=O)c2C#N)CCS3)cc1OC,-0.38
Cc1ccc(-c2cc(C(F)F)n3ncc(C(=O)NC4CC4)c3n2)cc1,2.59
O=c1[nH]c2ccc(S(=O)(=O)NCCc3ccccc3)cc2[nH]1,1.3
O=C(c1ccc(Cl)cc1)N1CCN(c2ccc([N+](=O)[O-])c3ncccc23)CC1,-2.47
Cc1ccc(C)c(NC(=O)C2Sc3nnc(C)n3NC2c2ccc(Cl)cc2)c1 (stereo not drawn),0.09
Cc1nc(C(F)(F)F)ccc1C(=O)N1CCN(C(c2ccccc2)c2ccccc2)CC1,2.22
C1=CC2c3cc(-c4ccccc4)ccc3NC(c3ccncc3)C2C1 (stereo not drawn),-0.17
N#Cc1nnn(-c2cc(C(F)(F)F)cc(C(F)(F)F)c2)c1N,1.12
CCOC(=O)N1CCc2c(sc3ncn(Cc4ccc(F)cc4)c(=O)c23)C1,-0.81
O=c1onc(-c2ccccc2)n1-c1cccc([N+](=O)[O-])c1,-0.1
COC(=O)C1=C(C)Nc2nc3ccccc3n2C1c1ccccc1 (stereo not drawn),2.62
Cc1cc(NC(=O)CC2(CC(=O)O)CCCC2)n(C)n1,3.42*
O=C(CSc1nc2cc(Cl)ccc2s1)N1CCN(S(=O)(=O)c2ccccc2)C1,0.23
CSc1ccsc1C1=NC(C)(C)CO1,-0.35
Cc1ccc(N2C3=C(C(=O)CC(C)(C)C3)C(c3cn(C)nc3C)C3=C2CC(C)(C)CC3=O)cc1,0.34
Cc1ccc(C2C3=C(CC(c4ccccc4)CC3=O)Nc3nc(C(F)(F)F)nn32)cc1 (stereo not drawn),3.01*
O=S(=O)(c1cc(C(F)(F)F)cc(C(F)(F)F)c1)N1CCc2c([nH]c3ccccc23)C1C(F)(F)F (stereo not drawn),3.52*
FC(F)(F)COc1ccc(-c2nnc(SCc3c(Cl)cccc3Cl)o2)cn1,-0.93
COc1ccc(OC(=O)c2ccncc2)cc1,1.9
COc1nc(NC(C)(C)C)nc(Oc2ccc(=O)[nH]n2)n1,-0.91
